# ROC1-CUL1 inh – inhibitors of human ROC1-CUL1 ubiquitin ligase activity. in vitro K48 di-Ub FRET, acceptor:donor ratio, 45 min. inhibition, % at 10 µM. hit rate 0.6% among 140,000. AID 1347404, 2020; in the data active = inhibition above about 25%
# Target sequence (P62877 whole entry, looked up): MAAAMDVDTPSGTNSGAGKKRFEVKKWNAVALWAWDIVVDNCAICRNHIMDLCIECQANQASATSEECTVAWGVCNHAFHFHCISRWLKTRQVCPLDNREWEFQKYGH
# Target sequence (Q13616 whole entry, looked up): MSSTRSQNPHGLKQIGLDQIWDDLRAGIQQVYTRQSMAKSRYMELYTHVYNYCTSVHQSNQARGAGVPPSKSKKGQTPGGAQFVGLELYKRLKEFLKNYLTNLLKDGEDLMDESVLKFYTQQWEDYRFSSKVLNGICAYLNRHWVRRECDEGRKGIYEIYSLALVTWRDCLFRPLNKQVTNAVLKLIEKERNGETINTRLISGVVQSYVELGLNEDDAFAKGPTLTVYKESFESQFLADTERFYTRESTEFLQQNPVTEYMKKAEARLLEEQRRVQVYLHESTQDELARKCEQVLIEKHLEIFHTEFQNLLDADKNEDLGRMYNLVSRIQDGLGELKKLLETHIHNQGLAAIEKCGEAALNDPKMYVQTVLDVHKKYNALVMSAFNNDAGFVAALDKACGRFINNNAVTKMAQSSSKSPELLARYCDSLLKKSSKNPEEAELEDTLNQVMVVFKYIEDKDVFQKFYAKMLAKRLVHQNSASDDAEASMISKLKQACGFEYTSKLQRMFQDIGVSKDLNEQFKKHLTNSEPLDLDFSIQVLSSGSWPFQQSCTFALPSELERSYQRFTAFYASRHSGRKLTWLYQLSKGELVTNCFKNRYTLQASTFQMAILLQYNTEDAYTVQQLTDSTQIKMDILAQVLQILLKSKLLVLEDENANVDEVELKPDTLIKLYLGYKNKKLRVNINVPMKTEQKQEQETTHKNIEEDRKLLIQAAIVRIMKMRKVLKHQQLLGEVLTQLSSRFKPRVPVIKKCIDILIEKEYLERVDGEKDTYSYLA
# * marks the source's active call; other numbers are inactive results.
# Sample of the layout:
SMILES,ROC1-CUL1 inh
Cc1nc2nc(CNC(=O)c3cccc(F)c3)nn2c(C)c1CCC(=O)Nc1ccc(F)cc1,1.8
CCCOc1c(Br)cc(C(=O)Nc2ccccc2F)cc1OCC,5.5

# This part in full, from the first entry:
SMILES,ROC1-CUL1 inh
Cc1nc2nc(CNC(=O)c3cccc(F)c3)nn2c(C)c1CCC(=O)Nc1ccc(F)cc1,1.8
CCCOc1c(Br)cc(C(=O)Nc2ccccc2F)cc1OCC,5.5
O=C(Nc1ccc([N+](=O)[O-])cc1Cl)c1ccccc1O,-5.0
COc1ccc(C(=O)C(C=NC(N)=S)c2ccc(OC)cc2)cc1 (stereo not given),-4.6
O=C(Nc1nc2ccc(Br)cc2s1)c1ccc(F)c(F)c1,0.4
NCc1nc2cccnc2n1Cc1ccccc1Cl,-4.2
N#CC1C(=N)OC2=C(C(=O)CC(c3ccccc3)C2)C1c1ccc(Br)cc1 (stereo not given),4.8
Clc1cccc(Cl)c1CNc1nn[nH]n1,3.4
COc1ccc(N2CCN(CCCNC(=O)c3sc4ncccc4c3-n3cccc3)CC2)cc1,-7.6
CCOc1ccc(NC(=O)CN2CCN(CC(=O)Nc3ccc(OC)cc3)CC2)cc1,-1.6
Cc1ccc(C(=O)NCCC2=CCCCC2)cc1NS(C)(=O)=O,3.5
CCCn1c(C)c(CC(=O)NC2CC2)c2c1CC(C)(C)CC2=O,-4.9
O=C1C(=O)N(c2ncccn2)C(c2cccc(Cl)c2)C1C(=O)c1ccco1 (stereo not given),5.8
CN(C)C(=S)Oc1ccc2c(c1)CCC1C2CC[C@]2(C)C(=O)CCC12 (stereo not given in full),-11.6
CCCNC(=O)C1CCN(Cc2ccc(F)cc2)CC1,0.6
CC(C)Oc1ccc(CNC(=O)Cn2nc(N3CCN(c4ccccc4)CC3)ccc2=O)cc1,5.6
NC(=O)CCC(=O)N1CCCC(C(=O)c2ccc(C(F)(F)F)cc2)C1 (stereo not given),10.4
O=C1N=c2ccc(Br)cc2=C1c1sc(=S)n(-c2ccc(O)cc2)c1O,-6.9
COc1cc(C2CC(=O)Oc3c2c(=O)[nH]c2ccccc32)cc(OC)c1OC (stereo not given),10.4
CC(C)CCNC(=O)c1ccc(Br)cc1,-6.2
CN(C)c1ccc(NC(=O)Cn2c(SCc3ccc(F)cc3)nc3ccncc32)cc1,8.1
O=C(Cn1c(-c2cccs2)cc2cc(F)ccc21)N1CCN(c2ccccc2)CC1,-9.2
COc1cccc(C(=O)Nc2cccc(OCc3cc(=O)n4cccc(C)c4n3)c2)c1,-4.9
O=C(CCn1cnc2ccccc2c1=O)Nc1ccc(F)c(C(F)(F)F)c1,12.3
CCc1ccc(CNc2ccc3c(c2)ncn3C(C)(C)C)cc1,-4.8

# Fetched by compound from the list above:
SMILES,ROC1-CUL1 inh
O=C1C(=O)N(c2ncccn2)C(c2cccc(Cl)c2)C1C(=O)c1ccco1 (stereo not given),5.8
O=C(Nc1ccc([N+](=O)[O-])cc1Cl)c1ccccc1O,-5.0
CC(C)Oc1ccc(CNC(=O)Cn2nc(N3CCN(c4ccccc4)CC3)ccc2=O)cc1,5.6

# Shown with bars between the fields: 3 of the compounds above
Molecule | ROC1-CUL1 inh
COc1ccc(N2CCN(CCCNC(=O)c3sc4ncccc4c3-n3cccc3)CC2)cc1 | -7.6
CCOc1ccc(NC(=O)CN2CCN(CC(=O)Nc3ccc(OC)cc3)CC2)cc1 | -1.6
Cc1ccc(C(=O)NCCC2=CCCCC2)cc1NS(C)(=O)=O | 3.5

# (listing goes on)
SMILES,ROC1-CUL1 inh
CCOc1cccc(C(=O)NC(=S)Nc2cc(C(F)(F)F)ccc2N2CCOCC2)c1,2.9
O=S(=O)(NCc1nc2cccnc2n1Cc1ccc(F)cc1)c1ccc(Cl)s1,-2.7
CCOC(=O)N1CCN(C(=O)c2ccc(N(C)S(=O)(=O)CC)cc2)CC1,0.3
COc1cc(C2C(C(=O)Nc3ccccn3)C(C)=Nc3nnnn32)ccc1OCc1ccccc1 (stereo not given),12.4
Cc1nc(CC(=O)N2CCCC(CNS(=O)(=O)c3cccs3)C2)cs1 (stereo not given),10.8
C=CCSc1nnc(Cc2nnc(SCC=C)n2-c2ccccc2)n1-c1ccccc1,-6.3
O=[N+]([O-])c1cn(C(c2ccccc2)(c2ccccc2)c2ccccc2)cn1,2.0
CCSC1=C(C(=O)OC)SC(=C2C(=O)CCCC2=O)S1,2.3
CCn1cc(C(=O)NCCc2ccc(Cl)cc2)c(=O)c2cc(S(=O)(=O)N(C)C3CCCCC3)ccc21,-2.4
Cc1cc(C)n(Cc2cc(C(=O)NCC(C)Oc3cccnc3)n[nH]2)n1 (stereo not given),0.6
Cc1cc([N+](=O)[O-])c(N)n[n+]1[O-],-1.6
CCN(CC)C(=O)CSc1nc2ccc(NC(=O)CSc3nc4ccccc4[nH]3)cc2s1,4.1
CC(=O)c1cccc(NC(=O)CSc2nnc3ccc(-c4ccc(C)cc4)nn23)c1,-7.6
O=C(NCCc1ccccn1)c1csc2nc(-c3cccc(F)c3)cn12,-8.4
O=C(CSc1cccc2cccnc12)NCCOc1ccccc1,6.3
CCOC(=O)c1cnn2c(C(F)(F)F)cc(-c3cn(C)nc3C)nc12,-3.0
CCCCOc1ccc(NSC(=S)Nc2cc(C)nc(SCCCC)n2)cc1,-4.6
O=c1[nH]c(NNS(=O)(=O)/C=C/c2ccccc2)nc2sc3c(c12)CCCC3,5.5
O=C(N=C(C(=O)N1CCOCC1)C(Sc1nc2ccccc2o1)c1ccccc1)c1ccccc1 (stereo not given),4.5
CC1=NC2=C(C(=O)CCC2)C(c2cccc(Cl)c2)C1C(=O)Nc1nc2ccccc2s1 (stereo not given),-12.1
CCc1cccc(C)c1NC(=O)COc1ccc(Cl)cc1C,0.6
Oc1ccc(CCNC2CCCc3c2[nH]c2ccc(C4CCCCC4)cc32)cc1 (stereo not given),-0.7
COc1cc(C)c(C(C)=O)c(C)c1,2.0
O=c1[nH]c(=O)c2cc(CO)cnc2[nH]1,-0.5
COc1ccc(CN2C[C@@H]3C[C@@H](c4ccc(F)c(F)c4)N4CCC[C@@]34C2=O)cc1,3.3

# Next entries follow:
SMILES,ROC1-CUL1 inh
CC(C)CN(C)CC1(O)CCCN(CC(C)(C)C)C1=O (stereo not given),-2.0
Cc1nnc(SCc2nc(-c3ccc(Cl)cc3)no2)n1-c1ccc(F)cc1,8.2
CCc1ccc(NC(=O)CCCc2nnc3n(CC(C)C)c(=O)c4sccc4n23)cc1,4.8
COc1ccc(C2CC(=O)N(CC(=O)Nc3ccc(C)c(Cl)c3)c3ccccc3S2)cc1OC (stereo not given),0.1
COc1cc(C(=O)OCCN2CCOCC2)cc(OC)c1O,15.5
O=C(CCC1CCN(Cc2cn[nH]c2-c2ccccc2)CC1)NCC1CCCO1 (stereo not given),-3.0
Cc1cccc(N2CCN(C(=O)COCc3cc(-c4ccc5c(c4)OCO5)on3)CC2)c1C,-1.8
Cc1cc(C)cc(NS(=O)(=O)c2ccc3c(c2)OCC(C(=O)N2CCCC2)O3)c1 (stereo not given),-4.5
O=C(Nc1ccc(Cl)cc1Cl)c1ccc(N2CCOCC2)cc1,0.8
CC1CCCCC1NC(=O)C1CCC1 (stereo not given),13.6
Cc1ccc(-c2nc3ncccn3c2Nc2ccc3c(c2)OCCO3)cc1,-1.7
Cc1ccc(NCc2cc3cc4c(cc3n(CC(=O)Nc3ccc(F)cc3F)c2=O)OCCO4)cc1,10.1
CCn1c(=S)[nH]c2sc3c(c2c1=O)CCCC3,-12.4
Cc1nn2c(-c3ccccc3)cc(-c3ccccc3)nc2c1-c1ccc(Cl)cc1,3.6
O=C(Nc1ccc(-c2cscn2)cc1)C1CCCN1Cc1cccc(O)c1 (stereo not given),-1.9
Cc1cc(-c2ccccc2)c(C#N)c(=O)n1C(=O)c1ccc(C#N)cc1,3.2
Cc1ccc(CN2CCCn3nc(C(=O)NCCc4cccc(C)c4)cc3C2=O)cc1,2.7
Cc1ccc(-c2nnn(CC(=O)Nc3ccc(OC(F)(F)F)cc3)n2)cc1,3.3
CCSc1nnc(NC(C)=O)s1,6.5
COc1ccc(Cn2cc(C(=O)c3ccc(OC)cc3)c(=O)c3cc4c(cc32)OCCO4)cc1,-5.2
CCc1ccccc1NC(=O)CSc1nnc(Cc2ccccc2)n1CC,-1.3
O=C(Cc1c[nH]c2ccccc12)NCCN1Cc2ccccc2OC(c2ccccc2)C1 (stereo not given),3.3
CC1(C)Cc2ccccc2C2=C(C(=O)N3CCOCC3)C(=O)C(=O)N21,-6.2
N#CC1C(=N)N=C(SCC(=O)Nc2ccc(Br)cc2)C(C#N)C12CCCCC2 (stereo not given),-1.7
COc1ccc(OC)c(S(=O)(=O)N2CCC(C(=O)NC(C)c3ccccc3)CC2)c1 (stereo not given),-1.2

# (listing goes on)
SMILES,ROC1-CUL1 inh
O=C1CC(c2ccccc2)Sc2ccccc2N1Cc1ccc(F)cc1 (stereo not given),-12.5
O=C(CSc1nc2sc3c(c2c(=O)n1-c1ccccc1)CCCC3)c1ccc(Cl)cc1,0.5
CN1C(=O)CC(N2CCN(C(=O)CN3CCCC3)CC2)C1=O (stereo not given),-7.9
O=C(CNS(=O)(=O)c1ccc(Br)cc1)N1CCN(Cc2ccc3c(c2)OCO3)CC1,-5.6
CN(C)/C=C1\C(=O)Oc2ccccc2C1=O,-9.3
C=CCn1c(CCn2c3ccccc3c3ccccc32)n[nH]c1=S,16.0
N#Cc1ccc(N=c2oc3ccccc3cc2C(N)=O)cc1,-13.9
O=C1C2CC=CCC2C(=O)N1c1cccc(C(F)(F)F)c1 (stereo not given),-1.3
O=C(CSc1nnc2scc(-c3ccc(Cl)cc3)n12)NCC1CCCO1 (stereo not given),8.8
CCOC(=O)CNC(c1ccc2c(c1)OCO2)c1nnnn1C(c1ccccc1)c1ccccc1 (stereo not given),-9.0
CCOCCCNC(=O)C(c1ccc(OC)cc1)N(Cc1ccc2c(c1)OCO2)C(=O)c1ccccc1O (stereo not given),8.7
Cc1ccc2nc(C(F)(F)S(=O)(=O)O)[nH]c2c1,5.0
CCc1ccccc1NC(=O)Cn1c(=O)n(CC2CCC(C(=O)NCCc3ccccc3)CC2)c(=O)c2ccccc21 (stereo not given),-10.1
c1ccc2c(c1)N1CCCN2c2nnc(N3CCCC3)cc21,-7.7
CCOC(=O)N1CCN(C(=O)NC2CCCC2)CC1,-2.3
Cc1nn(C)c(C)c1/C=C/C(=O)C(C)(C)C,-1.1
CC1Cc2ccccc2N1C(=O)C12CCC(C)(C(=O)O1)C2(C)C (stereo not given),0.0
CCN1CCN(CCCNC(=O)c2cc3c(=O)n(C)c4ccccc4c3s2)CC1,0.8
C=CCn1c(C)cn2c3c(=O)[nH]c(=O)n(C)c3nc12,-7.4
Cc1csc2ccc(CC#N)cc12,6.5
C=CCNC(=O)c1ccccc1NC(=O)CSCc1cccc(Cl)c1,-4.8
COCCN1C(=O)CC(CC(=O)N2CCN(c3nc(C)cnc3C)CC2)(c2ccccc2F)C1=O (stereo not given),-0.8
Fc1ccc(NC2CCCN(C3CCC3)C2)cc1 (stereo not given),-4.0
Fc1ccc(OCCOCCN2CCNCC2)cc1,3.6
CCCCOc1ccccc1NC(=O)CC1Sc2ccccc2NC1=O (stereo not given),-0.8

# New compounds follow.
SMILES,ROC1-CUL1 inh
O=c1oc2c3c(ccc2c2ccccc12)OCN(Cc1ccc(Cl)cc1)C3,5.2
CCN1C(=O)N=C(Cc2cn(CC(=O)Nc3cccc(C)c3)c3ccccc23)C1=O,7.5
Cc1cc(OCc2nnc(/C=C/c3ccccc3)o2)ccc1Br,-6.5
c1ccc(Oc2ccc(-c3[nH]c(-c4cccc5ccccc45)nc3-c3ccccc3)cc2)cc1,1.1
COc1ccc(CC(=O)NCC2CCCN(Cc3cn(C)c4ccccc34)C2)cc1 (stereo not given),1.6
CCc1ccc(-n2nc(C)c3c(C)cc(=O)n(CC(=O)Nc4ccc(F)cc4C)c32)cc1,-3.5
CCOc1ccc(NC(=O)Cn2cnc3c(oc4ccccc43)c2=O)cc1,1.8
Cc1cc(C)c(Nc2nc3ccccc3n3c(C)nnc23)c(C)c1,1.0
CC(Oc1ccc(F)cc1)C(=O)N1CCCCCC1 (stereo not given),-13.4
COc1ccc(-n2c(=O)[nH]c3cc(C(=O)NCCc4ccc(Cl)cc4)ccc3c2=O)cc1OC,-8.3
COCc1cc(=O)[nH]c(-c2cccc(CN(C)Cc3csc(C)n3)c2)n1,0.4
COC1=CC=C(C(=O)O)CC=C1,6.1
O=C(NCc1cccnc1)C1CCCN(C2CCN(C3CCC3)CC2)C1 (stereo not given),-1.2
Cc1cc(C)c(C)c(S(=O)(=O)c2ccccc2)c1C,-3.0
Cc1ccc(S(=O)(=O)N(CC(=O)Nc2ccc(F)cc2F)Cc2ccc(F)cc2)cc1,-3.9
CC1(C)CC2=NC(=O)C(C#N)=CC2CO1 (stereo not given),5.2
CCCCOc1ccc(/C=C2\C(=O)N(CCC#N)N=C2c2ccccc2)cc1OCC,1.7
Cc1cc(=O)oc2c(OC(=O)c3ccccc3)c(OC(=O)c3ccccc3)ccc12,-1.8
CCCn1cc([C@@H]2C[C@H]3CN(Cc4cccc(Cl)c4)C(=O)[C@]34CCCN24)c(C)n1,-6.0
Cc1ccccc1CS(=O)(=O)NCc1ccncc1,5.7
CSc1ncc(Cl)c(C(=O)Nc2c(C(=O)c3ccc(C)c(F)c3)oc3ccccc23)n1,-2.3
CNC(=O)C1=C(C)n2c(nc3ccccc32)NC1c1ccc(OC)cc1 (stereo not given),-3.2
O=[N+]([O-])C(C(=NCc1ccccc1)Sc1ccccc1)C(Cl)=C(Cl)Cl (stereo not given),-4.7
CC(C)CC(=O)Nc1cccnc1Cl,-1.5
Cn1c(=O)c2sccc2n2c(CCC(=O)N3CCN(c4ccccc4)CC3)nnc12,-9.8
CCN=C1SC(C(=O)Nc2ccccc2OC)CC(=O)N1CC (stereo not given),12.3
CCc1ccc(-n2nc(CO)c(C(=O)NCc3cccs3)n2)cc1,5.6

# Four entries already listed, ordered by the number in ROC1-CUL1 inh, lowest first.
SMILES,ROC1-CUL1 inh
Cn1c(=O)c2sccc2n2c(CCC(=O)N3CCN(c4ccccc4)CC3)nnc12,-9.8
Cc1cc(C)c(C)c(S(=O)(=O)c2ccccc2)c1C,-3.0
Cc1cc(C)c(Nc2nc3ccccc3n3c(C)nnc23)c(C)c1,1.0
COC1=CC=C(C(=O)O)CC=C1,6.1

# Screening data from PubChem.

# Some of the compounds tested (hit frequency here may not be typical).
